MITF TRPM1 HTS = activators of MITF-driven TRPM1 promoter activity in SK-MEL-5 cells; activation, % at 12.5 µM; AID 588334; SK-MEL-5 TRPM1-promoter luciferase, 24 h; % of positive control, neutral wells = 0; 300,000 compounds, 0.75% hits;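 active = mean activation of at least 80% with every replicate also reaching 80%; inconclusive = mean reaches 80% but some replicate falls short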;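 note: 0% = neutral control wells and 100% = parthenolide positive control wells; values of inactives mirror those of a sister screen read the other way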
CDK5 p35 inh = blocks human CDK5/p35 kinase activity; Recombinant CDK5/p35, ADP-Glo luminescence, 60 min; Q00535+Q15078; 330,000 compounds, 0.01% hits; inhibition, % at 10 µM; AID 488839;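 active = highest replicate inhibition of at least 50% and at least 75% of replicates reaching 50%; inconclusive = only one of the two criteria met; inactive = both criteria failed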;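 note: plate controls were DMSO neutral control for no effect and GW8510 at 10 µM for full effect; many of its hits are not listed in these tables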
Target sequence (Q00535 whole entry, looked up): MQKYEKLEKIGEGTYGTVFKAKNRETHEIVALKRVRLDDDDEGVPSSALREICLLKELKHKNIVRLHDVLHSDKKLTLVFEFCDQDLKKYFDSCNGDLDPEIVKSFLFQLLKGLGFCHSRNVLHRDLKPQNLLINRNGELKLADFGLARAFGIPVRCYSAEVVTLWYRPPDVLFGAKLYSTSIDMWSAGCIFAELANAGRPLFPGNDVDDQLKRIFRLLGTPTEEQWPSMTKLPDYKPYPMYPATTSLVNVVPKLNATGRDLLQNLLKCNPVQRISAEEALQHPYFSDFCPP
Target sequence (Q15078 whole entry, looked up): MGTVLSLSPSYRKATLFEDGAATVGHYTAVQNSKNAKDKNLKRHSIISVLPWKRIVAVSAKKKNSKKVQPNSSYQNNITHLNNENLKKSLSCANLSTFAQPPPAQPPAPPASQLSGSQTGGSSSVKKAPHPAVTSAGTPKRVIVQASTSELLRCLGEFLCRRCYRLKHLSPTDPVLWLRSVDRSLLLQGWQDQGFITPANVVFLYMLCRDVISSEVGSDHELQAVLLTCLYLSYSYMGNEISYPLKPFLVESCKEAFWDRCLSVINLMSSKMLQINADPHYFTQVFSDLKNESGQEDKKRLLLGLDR
V-ATPase pH = regulators of yeast V-ATPase proton transport | response, % at 10 µM | AID 504577 | S. cerevisiae, pHLuorin cytosolic pH fluorescence | 350,000 compounds, 0.37% hits; in the data active = response mostly above about 7.3%, no sharp cut-off; inactive = mostly below about 5.4%; note: actives read high; inactives centre near 0; some compounds called inactive have numbers as strong as hits
dFosB act = enhances mouse delta FosB homodimer DNA binding | P13346 | purified delta FosB, TAMRA-CDK5 oligo fluorescence polarization; percent of positive-control signal above neutral wells | activation, % at 25 µM | 340,000 compounds, 0.99% hits | AID 493131;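 active = mean activation above about 17%, with every replicate also reaching it, limit read from the data, passing the limit was not always enough; inconclusive = only one of the two conditions met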;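 note: fluorescence polarization rise as delta FosB binds a TAMRA Cdk5 AP-1 oligo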
Wnt bcat act = Wnt/beta-catenin pathway activation | AID 743398 | 300,000 compounds, 1.2% hits | activation, % at 9.35 µM | Wnt/beta-catenin reporter cell assay, activator, plate reader; in the data active = activation above about 30%, passing the limit was not always enough; inconclusive = no clear call, values can overlap the other calls;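 note: 0% = neutral control wells and 100% = positive control wells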
Tat export inh = inhibitors of E. coli Tat protein transport; E. coli MC4100 TorA-mCherry Tat export, fluorescence; inhibition, % at 10 µM; 340,000 compounds, 0.036% hits; AID 488895;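 active = mean replicate inhibition at least 50% and at least half of replicates individually reaching 50%; inconclusive = only one of the two criteria met; inactive = neither criterion met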;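 note: exported cargo escapes ClpAP degradation while cytoplasmic cargo is degraded and loses fluorescence; 0% = median of neutral control wells and 100% = median of NaSCN control wells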
CAL PDZ FP-1 = inhibitors of human CAL PDZ peptide binding | AID 504414 | 330,000 compounds, 0.02% hits | purified CAL PDZ, TMR-peptide fluorescence polarization, 1 h | inhibition, % at 20 µM | Q9HD26;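 active = highest replicate inhibition of at least 40%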;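 note: plate controls were DMSO neutral control wells for no effect and unlabeled competitor peptide control wells for full effect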
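Control set: unlabelled peptide and DMSO controls / Material: purified CerCALP PDZ construct / Timing: 1 h incubation at room temperature before polarization reading / Doses: 20 µM, one dose / Detection: fluorescence polarization (mP)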
Rtt109 Vps75 = inhibitors of Candida albicans Rtt109/Vps75 histone acetyltransferase; purified Rtt109/Vps75, ThioGlo CoA-SH fluorescence, 4 h; 330,000 compounds, 0.16% hits; AID 540336; Q5AAJ8; inhibition, % at 34.9 µM;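 active = inhibition of at least 50% in every replicate; inconclusive = best replicate reaches 50% inhibition but some replicates fall short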
Target sequence (Q5AAJ8 whole entry, looked up): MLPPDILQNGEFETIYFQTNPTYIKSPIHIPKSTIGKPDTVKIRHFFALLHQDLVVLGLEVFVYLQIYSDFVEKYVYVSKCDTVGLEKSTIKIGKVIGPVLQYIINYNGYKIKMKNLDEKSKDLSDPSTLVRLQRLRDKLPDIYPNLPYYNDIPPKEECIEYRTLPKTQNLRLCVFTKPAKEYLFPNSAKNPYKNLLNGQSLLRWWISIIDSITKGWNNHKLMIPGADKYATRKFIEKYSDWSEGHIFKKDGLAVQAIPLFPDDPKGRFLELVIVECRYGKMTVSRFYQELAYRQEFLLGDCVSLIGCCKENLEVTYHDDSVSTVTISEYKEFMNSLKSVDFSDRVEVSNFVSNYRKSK
CAL PDZ FP-2 = inhibitors of human CAL PDZ peptide binding; inhibition, % at 24.9 µM; purified CAL PDZ, TMR-peptide fluorescence polarization, 1 h; 300,000 compounds, 0.92% hits; Q9HD26; AID 602252;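 active = mean inhibition of at least 30% with at least half of replicates also reaching 30%; inconclusive = no clear call, values can overlap the other calls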;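 note: 0% = DMSO neutral control and 100% = excess unlabeled competitor peptide PRC23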
RTF Ca sens act = increases calcium sensitivity of human cardiac regulated thin filaments | 340,000 compounds, 0.24% hits | activation, % at 7.2 µM | IANBD-labeled TnC RTF fluorescence at EC20 calcium; 0% EC20 calcium, 100% full calcium;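 active = activation above the mean over all tested compounds plus 3 SD, cut at about 30% in these data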;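 note: rise in fluorescence read as greater calcium sensitivity of cardiac thin filaments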
* hit, by the source's call; u = inconclusive; x = not tested or not shown.

SMILES	MITF TRPM1 HTS	CDK5 p35 inh	V-ATPase pH	dFosB act	Wnt bcat act	Tat export inh	CAL PDZ FP-1	Rtt109 Vps75	CAL PDZ FP-2	RTF Ca sens act
CCCCCC1NC(=O)NC1CCCCCC(=O)O (stereo unspecified)	-5	-1.0	-2	-6	-1	-1	0.7	-1	0	6
CSc1nc2sc3c(c2c(=O)[nH]1)CCc1ccccc1-3	-20	-1.2	1	-2	0	-7	-1.5	23	0	3
Fc1ccc(Nc2nc(N3CCOCC3)c3ccccc3n2)cc1	11	0.6	2	8	x	-1	-2.9	6	-4	-2
COc1ccccc1CC(NC(C)=O)C(=O)NC1CCN(c2nnnn2-c2ccccc2)CC1 (stereo unspecified)	-7	-0.2	1	-4	x	-2	-2.4	0	-3	-2
CCOC(=O)C1=C(O)c2ccccc2C(=O)/C1=C\c1ccc(C)cc1	-48	7.0	1	-2	x	1	1.6	2	-6	1
CC(NC(=O)CCNS(=O)(=O)c1cccc2nonc12)c1ccccc1 (stereo unspecified)	1	2.4	0	-5	2	-4	-2.6	8	2	-2
C=Cn1cc[n+](CC(=O)c2ccc(OC)cc2)c1	x	0.3	-1	1	1	-2	1.6	-1	-3	8
CC(=O)c1cc2c(cc1NC(=O)c1ccc(Cl)cc1)OCCO2	x	2.6	-14	1	-2	-1	0.7	4	-7	-8
CCC(=O)Oc1ccc(C(=O)Nc2cccc(C(=O)c3ccccc3)c2)cc1	20	1.0	5	4	5	13	x	7	0	2
Cc1cc(C)c(S(=O)(=O)ON2C(=O)c3ccccc3C2=O)cc1C	-32	1.5	-1	-4	x	-2	-1.4	-24	x	5
O=C(CNS(=O)(=O)c1cccs1)N1CCCC1	1	-0.2	0	-6	x	1	-2.0	9	0	5
COc1ccc(NC(=O)c2ccc(S(=O)(=O)N3CCCCCC3)cc2)c(OC)c1	7	-0.6	-1	-6	0	-1	0.5	0	0	-3
S=c1[nH]nc(C2CC2c2ccc(Cl)cc2)n1-c1ccc(Cl)cc1 (stereo unspecified)	12	2.4	-1	-14	-2	-1	-1.8	19	-5	6
O=C(N/C(=C\c1ccc(Cl)cc1)C(=O)N1CCOCC1)c1ccco1	-5	-1.0	-1	1	-3	-1	0.8	-5	2	3
O=C(Nc1ccccc1F)c1ccc2c(c1)OCO2	x	1.7	0	0	44*	2	-1.1	-2	4	0
CCN(C(=O)CSc1cc(C)c2ccc(OC)cc2n1)C1CCS(=O)(=O)C1 (stereo unspecified)	-7	-0.2	5	-4	-1	0	-1.6	5	-6	-3
Cc1ccccc1-n1c(O)c(/C=C/C=Nc2ccccc2)c(=O)[nH]c1=O	-14	1.1	-2	1	x	-4	-1.5	0	-8	124*
COc1ccc(Cl)c(NCCC(=O)O)c1	x	-0.9	0	-3	x	-4	-0.1	-8	-2	-3
COc1ccc(NC(=O)N(C)C[C@H]2Oc3ccc(NC(=O)Cc4ccccc4)cc3C(=O)N([C@H](C)CO)C[C@@H]2C)cc1	-1	-0.5	-5	-5	-3	1	-1.4	6	-2	8
Cc1cc(=O)oc2c(C)c(OCC(=O)N3CCC(C(=O)O)CC3)ccc12	-6	-2.0	0	-6	-1	3	1.4	13	0	6
Cn1c(=O)c2c(nc(CN3CCOCC3)n2CCCc2ccccc2)n(C)c1=O	x	0.7	6	-6	0	10	x	-3	1	9
Cn1nc(Cc2cccc3ccccc23)c(C#N)c1N	-4	0.5	1	3	1	-4	-1.0	-10	-3	-2
O=C(NCCN1C(=O)S/C(=C\c2ccc(Cl)cc2)C1=O)C1=COCCO1	2	2.6	0	-4	0	2	-0.3	1	-4	-6
O=C(CCCn1c(=O)[nH]c2ccsc2c1=O)N1CCN(Cc2ccc3c(c2)OCO3)CC1	-6	-1.4	10	-12	1	3	-1.7	7	-2	14
CC(C)(C)NC(=O)Cn1nnc(-c2ccccc2NC(=O)c2ccco2)n1	4	-0.8	6	-3	0	0	x	-10	6	4
O=C(Nc1ccc(N2CCOCC2)cc1)C1CCN(C(=O)OCc2ccccc2)CC1	-5	0.7	4	-11	1	0	0.6	2	-3	0
CCn1nc(NS(=O)(=O)c2ccc(NC(C)=O)cc2)c2cc3ccccc3nc21	-9	0.6	4	-1	-1	1	-0.8	0	0	-3
CCOc1ccc(C(C(=O)NCC2CCCO2)N(Cc2cccs2)C(=O)c2snc(C(N)=O)c2N)cc1 (stereo unspecified)	-4	-1.2	0	21*	-1	2	0.0	-5	-2	-2
O=c1oc(CCCO)cc2ccccc12	-6	-0.6	2	-4	-2	-4	-1.3	-5	-2	3
CS(=O)(=O)N(CC(=O)N1CCOCC1)Cc1ccc(Cl)cc1	-8	1.3	-1	2	0	-6	-0.8	-1	-1	-5
CCCCOc1ccc(C(=O)Oc2ccc(C)nc2)cc1	5	0.1	-1	2	1	0	-3.5	1	x	7
CNc1nc(NC#N)nc(SC)n1	7	0.1	-1	-6	-3	2	-0.5	3	x	-6
CCCN(CC(=O)Nc1ccc(F)c(F)c1F)C(=O)C1=COCCO1	-5	1.7	-2	-10	-3	-2	-2.2	-8	1	5
O=C(CN1CCCCCC1)N/N=C/c1cccc(Cl)c1Cl	23	-2.0	-1	0	x	1	-0.6	5	-2	0
Cc1cc(C)cc(N2C(=O)CN(Cc3ccccc3)C2=S)c1	-3	1.6	1	-7	0	0	0.2	5	2	-3
CCOC(=O)COc1ccc(Cl)cc1C1NC(=O)NC(C)=C1C(C)=O (stereo unspecified)	4	-0.4	-3	1	x	-3	0.1	30	0	-4
COc1ccc(OC)c(S(=O)(=O)N2CCC(C(=O)NCCc3ccccc3)CC2)c1	16	-1.1	-4	-1	-2	3	-0.6	-2	-5	5
FC(F)(F)c1cccc(OCc2noc(-c3ccsc3)n2)c1	2	1.5	-1	-2	-1	-2	-1.3	u	0	8
O=C(Nc1ccc(Cl)c(Cl)c1)N1CCOCC1	9	0.0	2	-2	4	-2	-1.5	3	-1	0
CC1=C/C(=N\OS(=O)(=O)c2ccccc2)C(C(C)C)=CC1=O	-6	-1.0	30*	-6	x	-9	-0.7	0	-6	5
O=C1C(=O)N2C(=C1C(=O)N1CCCCCC1)c1ccccc1CC21CCCC1	6	0.7	6	-4	-4	1	0.7	7	-4	8
COc1ccc(N(CC(=O)N2c3ccccc3CC2C)S(=O)(=O)c2c(C)noc2C)cc1 (stereo unspecified)	x	0.0	3	-13	-1	12	-1.2	14	-3	1
CCOc1ccc(Nc2nc(N3CCCCC3)nc(N3CCCCC3)n2)cc1	2	-0.1	-2	-8	1	-2	-2.3	x	-4	7
Cc1ccc(C(=O)C2CCN(S(=O)(=O)c3ccc(C(=O)O)cc3)CC2)cc1	-3	-0.3	0	-1	-2	4	-1.7	3	-7	-6
O=C1c2ccccc2NC(c2ccccc2)N1Cc1ccco1 (stereo unspecified)	-2	1.7	3	9	x	-1	0.7	-27	-2	7
COc1ccc(CCC(=O)Nc2cnc3ccccc3c2)cc1	32	0.2	-2	4	7	-9	-1.6	-8	3	1
COc1ccccc1C(=O)Nc1cc(C)c(OCC(=O)N2CCOCC2)c(C)c1	14	-2.3	-2	-1	0	-2	-1.5	-1	-6	2
Cc1cccc(N(Cc2cc3ccccc3[nH]c2=O)S(=O)(=O)c2ccccc2)c1	-1	-1.2	5	-14	0	10	-2.1	9	-1	1
O=C(CSc1nccc(=O)[nH]1)N1N=C2/C(=C/c3ccco3)CCCC2C1c1ccco1 (stereo unspecified)	-8	0.5	0	-12	13	3	0.0	11	0	-3
COC(=O)c1cc(NC(=O)CN2CCN(C(C)=O)CC2)cc(C(=O)OC)c1	8	-1.7	0	3	-1	-1	0.7	1	-2	2
Cc1c(/C=N/n2cnnc2)c2ccccc2n1C	x	0.8	-6	-5	4	-5	x	9	2	1
Cc1ccc(-c2csc3ncnc(SCC(=O)Nc4nnc(C)s4)c23)cc1	6	-2.8	0	-12	x	-2	-1.6	-2	x	4
O=C(NCCN1CCCC1)C1CC(=O)N(C2CCCCC2)C1 (stereo unspecified)	-2	-0.7	3	-2	x	-2	-1.0	5	2	2
O=C(NCc1ccc2c(c1)OCO2)C1CC(=O)N(c2ccc(F)cc2)C1 (stereo unspecified)	x	0.4	3	3	-2	-11	x	-3	-5	10
CC(=O)NC1(C(F)(F)F)C(=O)NC(C)=C1C#N (stereo unspecified)	-5	-0.4	-2	1	x	-3	-1.8	-23	-4	2
Cc1ccc2c(c1)N(C(=O)CCC(=O)N1CCc3ccccc3C1)CCO2	-11	-3.1	7	-4	x	8	-1.0	1	-3	6
Cc1ccc(N2C(=O)N(CC(=O)Nc3ccc(C)c(C)c3)C(=O)C2C)cc1 (stereo unspecified)	4	-1.0	-4	-12	2	1	-2.9	11	-3	-2
CC12CCC(C/C1=N\OC(=O)c1c(F)cccc1F)C2(C)C (stereo unspecified)	10	1.0	-3	-6	0	1	-0.6	-8	-8	2
COc1ccnc(CSC(N)=Nc2ccccc2C(F)(F)F)c1	-8	3.1	2	-5	1	-3	-1.1	1	x	2
O=C(Cn1c(=O)sc2ccccc21)OC(CCl)CCl	9	0.1	5	0	-4	-2	-1.8	3	1	0

The list goes on.
SMILES	MITF TRPM1 HTS	CDK5 p35 inh	V-ATPase pH	dFosB act	Wnt bcat act	Tat export inh	CAL PDZ FP-1	Rtt109 Vps75	CAL PDZ FP-2	RTF Ca sens act
CN(C)c1cccc(C(=O)NNC(=O)/C=C/c2cccs2)c1	4	0.2	1	-5	0	1	1.2	6	77*	-3
CCN1CCCc2cc(CN(CCN3CCOCC3)C(=S)Nc3ccccc3OC)ccc21	-9	-2.7	4	-3	-2	0	-0.3	11	-9	-1
COc1ccc(NCCNc2ccc(OC)cc2)cc1	-3	-6.6	-3	-5	1	-9	-0.4	1	-2	2
c1ccc(COc2cccc(CNCc3cccs3)c2)cc1	12	1.2	0	-2	4	-7	-2.0	3	-1	3
COc1ccc(C(=O)NCc2ccccc2OC)c(OC)c1	6	0.0	-4	-4	x	4	-0.2	-6	x	-2
CC(=O)c1ccc(N2CCN(C(=S)NCCCN(C)C)CC2)cc1	2	-2.2	3	-5	-1	4	-1.7	-1	-1	0
O=C(Oc1ccccc1)c1ccc2c(c1)C(=O)N(Cc1ccncc1)C2=O	13	0.1	-1	-7	-1	0	-0.4	-2	-5	3

By substructure: the entries above containing a cyano group (3)
SMILES	MITF TRPM1 HTS	CDK5 p35 inh	V-ATPase pH	dFosB act	Wnt bcat act	Tat export inh	CAL PDZ FP-1	Rtt109 Vps75	CAL PDZ FP-2	RTF Ca sens act
Cn1nc(Cc2cccc3ccccc23)c(C#N)c1N	-4	0.5	1	3	1	-4	-1.0	-10	-3	-2
CNc1nc(NC#N)nc(SC)n1	7	0.1	-1	-6	-3	2	-0.5	3	x	-6
CC(=O)NC1(C(F)(F)F)C(=O)NC(C)=C1C#N (stereo unspecified)	-5	-0.4	-2	1	x	-3	-1.8	-23	-4	2
